Cav32 inh = blocks human Cav3.2 T-type calcium channel | O95180 | Cav3.2-expressing cells, Fluo-4 calcium fluorescence FDSS; active compounds read low | B-score at 10 µM | 4% of 100,000 active | AID 449739;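 active = single-dose well whose peak fluorescence ratio is a statistical outlier from its plate by either plate-standardised score or position-corrected B-score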
An asterisk follows results filed as active.

SMILES | Cav32 inh
CN(C)CCCNC(=O)c1ccc(-c2ccccc2)cc1 | 0.96
Cc1noc(C)c1COc1cccc(C(=O)NCc2cccc(Cl)c2)c1 | -3
COc1cc(C=O)ccc1OCCOCCOc1c(C)cc(Cl)cc1Cl | -1.4
COc1ccc(-c2nnc(SCC(=O)N3CCC(Cc4ccccc4)CC3)o2)cc1OC | -1
COc1ccc(-c2ncc3ccccn23)cc1OC | 0.15
CCC(=O)Nc1ccc(/C(C)=N\NC(=O)c2ccc(C)s2)cc1 | 0.0057
O=C(C1CC=CCC1)N1CCN(C(=O)C2CC=CCC2)CC1 (stereo not given) | -0.068
Cc1ccc(C)c(N2CCN(C(=O)CN3C(=O)c4ccccc4C3=O)CC2)c1 | 0.33
COc1ccc2nc(NC(=O)CSc3nnc(C)s3)sc2c1 | 0.031
COC(=O)c1ccc2[nH]c(C)c(CN3CCCC3)c(=O)c2c1 | -2
CN(Cc1ccccc1)C(=O)c1cccc(N2C(=O)NC3CC2(C)Oc2ccccc23)c1 (stereo not given) | -1.3
Cn1c(=O)c2c(ncn2CC(=O)Nc2nc3ccc(F)cc3s2)n(C)c1=O | 1.2
COC(=O)Oc1nsnc1N1CCOCC1 | -0.018
CCc1cccc(OCCCCNCCOC)c1 | -0.43
COc1ccc(CCNS(=O)(=O)c2cccc(F)c2)cc1OC | 0.68
O=S(=O)(c1cccc2ccccc12)N1CCSC1 | -0.9
Cc1ccc(C)c(NC(=O)CSc2nnc([C@@H](N)Cc3ccccc3)o2)c1 | 1.1
CC1(C)Cc2nc3sc4c(SCC(=O)NC(c5ccccc5)c5ccccc5)ncnc4c3cc2CO1 | 1.6
O=C(CN1C(=O)COc2ccccc21)N(Cc1ccc2c(c1)OCO2)CC1CCCO1 (stereo not given) | 1
O=C1CC(C(=O)O)S/C(=N\NC(=O)c2ccccc2)N1 (stereo not given) | 0.017

Random excerpt: 2 records from the list, in no set order.
SMILES | Cav32 inh
Cc1noc(C)c1COc1cccc(C(=O)NCc2cccc(Cl)c2)c1 | -3
COC(=O)Oc1nsnc1N1CCOCC1 | -0.018

Continued:
SMILES | Cav32 inh
CN(C)C(=C(C#N)C#N)N1CCN(c2ccc(Cl)c(Cl)c2)CC1 | -0.52
CC(O)CNc1nc2c(c(=O)n(C)c(=O)n2C)n1CCc1ccccc1 (stereo not given) | -0.85
CCCn1c(=O)[nH]c(=O)c2c1nc(-c1ccccc1)n2CCN1CCOCC1 | 0.64
O=C(O)C1C2C=CC(O2)C1C(=O)Nc1ccccc1C(F)(F)F (stereo not given) | -0.8
C=CCSc1nnc(-c2ccccc2NC(=O)CC)c(=O)[nH]1 | -0.78
C=CCN=C(NC#N)SCC(=O)c1cccc(OC)c1 | 0.093
O=C1CSC(c2ccccc2)N1c1nc(-c2ccc(Cl)cc2Cl)cs1 (stereo not given) | -1.7
COc1ccc(/C=N/n2c(N)nc(-c3ccccc3)c2-c2ccccc2)cc1 | 0.24
CN(c1ccccc1C(=O)Nc1ccc(S(=O)(=O)N2CCCC2)cc1)S(C)(=O)=O | -0.45
O=c1[nH]c(=S)ccn1C1OC(CO)C(O)C1O (stereo not given) | -1.7
O=C(c1cccs1)N1CCN=C1SCc1cccnc1 | 1.6
COC(=O)CNC(=O)Cc1c(F)cccc1Cl | -0.27
Cc1noc(/C=C/NCc2cccnc2)c1S(=O)(=O)N(C)CC(=O)N1CCc2ccccc21 | 1.8
O=C(COC(=O)c1ccc(S(=O)(=O)N2CCOCC2)cc1)NC1CCCCCC1 | 1
CCOC(=O)c1cnc(-c2ccccc2)nc1Oc1cccc(Cl)c1 | -0.31
O=C(CSc1ccccn1)N1CCN(C(=O)CSc2ccccn2)CC1 | 1.3
Cc1cnc(NC(=O)CN(C)S(=O)(=O)c2ccc(Cl)cc2)s1 | -0.19
Cc1cccc(NCc2ccccc2O)c1 | -0.19
COc1cc2c(cc1OC)CN(Cc1nc3ccsc3c(=O)[nH]1)CC2 | 1.3
COc1ccc(C(C(C(=O)c2cccs2)N2CCOCC2)N2CCOCC2)cc1OC (stereo not given) | 0.056
COc1ccc2c(=O)cc(C(F)(F)C(F)(F)F)oc2c1 | 1.4
NC(=O)c1ccc(N2CCCCC2)c(N2C(=O)C3C4C=CC(C4)C3C2=O)c1 (stereo not given) | 0.056
CCOC(=O)N1CCN(C(=O)c2ccc(Cn3c(=S)[nH]c4cc5c(cc4c3=O)OCO5)cc2)CC1 | -2.3
CS(=O)(=O)N(CC(=O)N1CCCCCC1)c1ccccc1 | 0.0017
CC1CCN(CCCNC(=O)c2cc3sccc3n2C)CC1 | 0.25
CCN1CCN(C(=O)N[C@@H](C(=O)N[C@@H]2C(=O)N3[C@@H]2SC(C)(C)[C@@H]3C(=O)O)c2ccccc2)C(=O)C1=O | -0.023
O=S1(=O)N=C(N2CCN(c3ccc(F)cc3)CC2)c2ccccc21 | -1.4
COc1cc(CNn2nnnc2N)cc(Br)c1OCC(=O)NC(C)(C)C | -0.0013
CC(C)(C)OC(=O)NCCCC[C@H](NC(=O)c1nc[nH]c1C(=O)NC(c1ccccc1)c1ccccc1)C(=O)OC(C)(C)C | -1.4
Cc1ccc(-c2csc(NC(=S)NC(=O)/C=C/c3ccco3)n2)cc1 | 1
Cc1cc(C)c2cc(C(O)c3nnnn3Cc3ccccc3)c(=O)[nH]c2c1 (stereo not given) | -1
CCCOP(=O)(OCCC)C(Nc1cccc(C(F)(F)F)c1)c1ccc(C)cc1 (stereo not given) | -1.5
CCN(CC)S(=O)(=O)c1cc(-c2nnc(-c3ccc(Br)cc3)o2)ccc1Br | -2.4
COCC(=O)n1nc(NCc2ccc(OC)cc2)nc1NCc1ccc(OC)cc1 | -8.9*
COc1ccc(-n2ncc3c(NCc4cccs4)ncnc32)cc1 | -0.51
Clc1ccccc1Sc1cnc2ccccc2n1 | -0.4
N#CCC(CNc1ncc(C(F)(F)F)cc1Cl)OC(=O)c1c(F)cccc1F (stereo not given) | -3.7*
O=C(COc1ccc(/C=N/NS(=O)(=O)c2ccccc2)cc1)NCc1ccccc1 | -0.33
O=C(Cc1cc(=O)[nH]c(=O)[nH]1)N1CCC(Cc2ccccc2)CC1 | 0.08
COc1cc2c3nnc(-c4ccc(F)cc4)c-3cn(Cc3ccc(C)cc3)c2cc1OC | -5.8*

Gathered by group, the compounds so far containing fluorine.
SMILES | Cav32 inh
Cn1c(=O)c2c(ncn2CC(=O)Nc2nc3ccc(F)cc3s2)n(C)c1=O | 1.2
COc1ccc(CCNS(=O)(=O)c2cccc(F)c2)cc1OC | 0.68
O=C(O)C1C2C=CC(O2)C1C(=O)Nc1ccccc1C(F)(F)F (stereo not given) | -0.8
COC(=O)CNC(=O)Cc1c(F)cccc1Cl | -0.27
COc1ccc2c(=O)cc(C(F)(F)C(F)(F)F)oc2c1 | 1.4
O=S1(=O)N=C(N2CCN(c3ccc(F)cc3)CC2)c2ccccc21 | -1.4
CCCOP(=O)(OCCC)C(Nc1cccc(C(F)(F)F)c1)c1ccc(C)cc1 (stereo not given) | -1.5
N#CCC(CNc1ncc(C(F)(F)F)cc1Cl)OC(=O)c1c(F)cccc1F (stereo not given) | -3.7*
COc1cc2c3nnc(-c4ccc(F)cc4)c-3cn(Cc3ccc(C)cc3)c2cc1OC | -5.8*

The listing continues:
SMILES | Cav32 inh
O=C(NC12CC3CC(CC(C3)C1)C2)N1CCN(C(=O)C2CCCO2)CC1 (stereo not given) | 0.25
COc1nc(Nc2cccc(C(F)(F)F)c2)nc(OC)n1 | -1.5
Cc1nnc(N(CCC#N)CCC#N)s1 | 0.85
CN/S(=N/S(=O)(=O)c1ccccc1)c1ccc(C)cc1 (stereo not given) | -0.026
COc1ccc2nc(-c3ccccc3)[nH]c2c1 | 0.5
COc1cc2c(cc1NC(=O)c1cccc([N+](=O)[O-])c1)oc1ccccc12 | 0.096
O=C(COC(=O)c1ccc(S(=O)(=O)Nc2ccccc2)cc1)NCCN1C(=O)CSC1=O | -0.0055
O=c1cc[nH]c2cc(Cl)ccc12 | 0.39
COc1cc(C(=O)N(Cc2cc3ccccc3[nH]c2=O)CC2CCCO2)cc(OC)c1OC (stereo not given) | -0.4
C=CCn1c(SCCOc2ccc(OC)cc2)nnc1C(NC(=O)c1ccc(OC)cc1)C(C)C (stereo not given) | 1.2

Additional records
molecule,Cav32 inh
CC1=C(C(=O)Nc2ccccc2)C(c2sccc2C)n2nnnc2N1 (stereo not given),-1.5
CC(C)COc1nc2ccccc2nc1C(C#N)C(=O)NC1CCCCC1 (stereo not given),-1.2
O=C(NNC(=O)c1ccccc1-n1cccc1)c1cccc(Cl)c1,0.17
Cc1cc(C)n(C(=O)c2ccc(S(=O)(=O)N3CCOCC3)cc2)n1,0.53
COc1ccc(-c2nc(-c3ccccc3)[nH]c(=O)c2C#N)cc1,-0.86
CCOC(=O)c1ccc(NC(=O)CN(Cc2ccc(Cl)cc2)S(C)(=O)=O)cc1,-3.4
N/C(=N\c1nc2c(c(=O)[nH]1)CCCC2)Nc1ccccc1,0.06
CC1(C)CC(=O)C=C(Nc2cc(-c3ccccc3)[nH]n2)C1,0.96
Cc1nc(-c2cccc(S(=O)(=O)N3CCCC(C)C3)c2)cs1 (stereo not given),-2.7
CCc1cc2c(=O)c(-c3cnn(-c4ccccc4)c3)coc2c(CN2CCOCC2)c1O,-1.7
COc1ccc(N2C(=O)C3C4C=CC(C5CC45)C3C2=O)c([N+](=O)[O-])c1 (stereo not given),-0.092
Cc1nc(NCCc2ccc(S(N)(=O)=O)cc2)c2c(C)c(C)sc2n1,0.77
Cc1cc(C)cc(OCc2nnc(SCC(=O)Nc3ccccc3)o2)c1,0.35
CN=C1CC(SC)=C1c1ccc(C)cc1,-0.91
CCCCC(=O)c1ccc(O)cc1O,-0.3
CC1(C)CC2CC(C)(CN2C(=O)CCCN2C(=O)c3ccccc3C2=O)C1 (stereo not given),-0.026
O=S(=O)(O)CCN1CCOCC1,-0.11
Cc1ccnc(Sc2ccc([N+](=O)[O-])cc2[N+](=O)[O-])n1,0.16
CCNC(=O)C1CC(=O)N(CC)C(=Nc2cc(Cl)c(O)c(Cl)c2)S1 (stereo not given),-2.3
O=C(COC(=O)c1cccs1)c1ccc2c(c1)OCCO2,-1.7
CC(C)C[C@H](NC(=O)c1nc[nH]c1C(=O)N1CCN(c2ccccc2)CC1)C(=O)OCc1ccccc1,-0.93
CCOC(=O)CNC(=O)c1c2c(nc3ccccc13)CCCC2,-0.064
O=C(O)c1coc2ccccc12,0.52
CCCCN(Cc1ccccc1)C(=O)c1cnc2n(c1=O)CCS2,0.52
CC(C)CCn1c(N)c(S(=O)(=O)c2cccs2)c2nc3ccccc3nc21,-1.7
O=C(c1ccccc1)c1c[nH]c(C(=O)NCc2cccnc2)c1,-0.49
COc1ccc(C)cc1S(=O)(=O)N1CCN(c2cccc(C(F)(F)F)c2)CC1,-1.9
O=C(O)COc1cccc(NC(=O)C2CCCO2)c1 (stereo not given),0.56
CCOC(=O)C1=C(c2ccccc2)NC(SCC(=O)NC2CCCCC2)=C(C#N)C1c1ccco1 (stereo not given),-0.83
CCOc1cc(/C=N/NC(=O)c2ccncc2)ccc1OC(=O)c1ccc([N+](=O)[O-])cc1,0.025
CCOc1ccc(-c2nn(-c3ccccc3)cc2/C=C(\C#N)S(=O)(=O)c2ccccc2)cc1C,-3.1
CS(=O)(=O)NCCSc1nnnn1-c1ccccc1,0.027
CC(=O)N1CCN(C(=O)COc2ccc(Br)cc2)CC1,-1.5
CC(=O)C1=C(O)C(=O)N(CCc2c[nH]c3ccccc23)C1c1ccc(O)cc1 (stereo not given),0.004
CCCN(S(=O)(=O)c1ccc(OCC)cc1)S(=O)(=O)c1cccs1,0.27
O=C(CSc1nc2ccccc2[nH]1)NCCN1CCCCC1,-0.83
S=c1[nH]nc(-c2cc(-c3ccco3)[nH]n2)n1-c1ccccc1,2
Nc1cc(=O)[nH]c(SCCNS(=O)(=O)c2ccccc2)n1,0.03
CCOC(=O)Cn1cnc2c(cnn2-c2ccc(Cl)cc2)c1=O,-0.12
CCn1nc(C(=O)OCC(=O)c2c[nH]c3ccccc23)c2ccccc2c1=O,-0.034
CC(=O)N=c1sc2ccccc2n1C,0.082
CCOc1ccc(-c2nn(-c3ccccc3)cc2/C=C2\SC(N)=NC2=O)cc1C,0.097
CCC(C(=O)Nc1ccccc1C(=O)N1CCOCC1)N1C(=O)c2ccccc2C1=O (stereo not given),0.18
COc1ccc(C(=O)CC2OC(=O)c3c2ccc(OC)c3OC)cc1 (stereo not given),0.63
CC(Oc1ccccc1)C(=O)N1CCC2(CC1)Oc1ccc(F)cc1C(=O)C21CC(c2ccccc2)=NO1 (stereo not given),-4*
CC(C)Nc1nc(N(c2ccccc2)c2ccccc2)nc(-n2ccnc2)n1,2.2
CCCC1O[C@@H]2C[C@H]3[C@@H]4CCC5=CC(=O)C=C[C@]5(C)[C@H]4[C@@H](O)C[C@]3(C)[C@]2(C(=O)CO)O1 (stereo not given in full),0.095
Cc1cc(O)c2c(c1)C(O)(C1OC(CO)C(O)C(O)C1O)c1cccc(O)c1C2=O (stereo not given),0.22
CCN(CC)c1ccc(C(=O)n2cnc3ccccc32)cc1,-3.5
COc1ccc(C(OC(=O)c2ccco2)C(=O)NCc2ccco2)cc1 (stereo not given),0.63

More entries
molecule,Cav32 inh
NC(=O)CC(NC(=O)c1ccccc1)c1ccc(N2CCC(Br)CC2)c([N+](=O)[O-])c1 (stereo not given),-0.039
COc1cc(C)ccc1OCCCCN1CC(C)OC(C)C1 (stereo not given),0.92
CCCOC(=O)c1cccc(NC(=O)C(C)(C)C)c1,0.2
CN1CCN(c2ccc(Cl)cc2NC(=O)c2nn(-c3ccccc3)c(=O)c3ccccc23)CC1,0.037

Compound activity from PubChem BioAssay.

This is a subset (hit frequency here may not be typical).
